Screening results as filed in PubChem.
HTT cytoprotect – qHTS Multiplex Assay to Identify Dual Action Probes in a Cell Model of Huntington: Cytoprotection (ATP); PC12 HTT-Q103 induced, cytoprotection, ATP luminescence, 40 h; Potency, µM (top dose mostly 56.4 µM), inactives show cytoprotection (ATP increase), hits mostly activators; 0.14% of 230,000 active; active = well fitted activation curve with a large enough effect; inconclusive = small, poorly fitted or top-dose-only effect; inactive = no such curve, though single readings can be large or run the other way;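 also: % of control where 0% means no effect; nearly all actives have a fitted effect of over 45% in size; toxic huntingtin expression switched on by the ecdysone agonist tebufenozide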
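PC12 cells stably carrying ecdysone-inducible Htt exon 1 (Q103)–GFP were induced with 100 nM tebufenozide (final) alongside library compounds in a dose series. Cytoprotection was scored as retained ATP by ATPlite luminescence.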
ALDH1A1 inh – qHTS Assay for Inhibitors of Aldehyde Dehydrogenase 1 (ALDH1A1) | Aldehyde dehydrogenase 1A1 (Homo sapiens), P00352 | Purified ALDH1A1, NADH fluorescence, propionaldehyde substrate | Potency, µM (highest dose often 75.3 µM), for the others: at the top dose activity, negative = inhibition, actives largely listed as inhibitors | 7.3% of 220,000 active; active = well fitted inhibition curve with a large enough effect, not every such curve was filed as active; inconclusive = small, poorly fitted or top-dose-only effect, or another doubt; inactive = no such curve, though single readings can be large or run the other way;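 also: plate controls were no enzyme wells and a reference inhibitor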
Target sequence (P00352 whole entry, looked up): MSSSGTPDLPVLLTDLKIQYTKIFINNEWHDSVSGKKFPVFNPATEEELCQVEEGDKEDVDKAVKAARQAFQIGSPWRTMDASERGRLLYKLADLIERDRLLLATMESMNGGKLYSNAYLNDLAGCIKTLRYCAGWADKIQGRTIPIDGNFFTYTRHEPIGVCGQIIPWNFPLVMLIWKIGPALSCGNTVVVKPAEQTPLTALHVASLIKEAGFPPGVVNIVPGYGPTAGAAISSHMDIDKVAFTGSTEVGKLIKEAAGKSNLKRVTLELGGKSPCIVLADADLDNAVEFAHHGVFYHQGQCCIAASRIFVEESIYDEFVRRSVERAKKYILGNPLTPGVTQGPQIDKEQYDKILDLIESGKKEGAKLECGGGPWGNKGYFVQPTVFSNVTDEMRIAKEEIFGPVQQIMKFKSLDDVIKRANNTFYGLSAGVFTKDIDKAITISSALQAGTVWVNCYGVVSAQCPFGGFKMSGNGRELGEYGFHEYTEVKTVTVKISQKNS
An asterisk follows results filed as active; ? = inconclusive; [ ] = dose if it differs, or a comment. Potency is read from the fitted curve at half-maximal effect. Some of the compounds tested; the hit share may differ from the screen's.

The opening 6 records, ahead of the listing:
mol	ALDH1A1 inh	HTT cytoprotect
Cc1cnc(CNc2ncncc2-c2ccccc2Cl)cn1	-6%	-1%
COCCn1c(=O)c(-c2cccc(C#N)c2)nc2cnc(Nc3ccccc3)nc21	?	2%
Cc1ccccc1-c1nc(NCc2cccs2)c2ccccc2n1	9%	?
COc1ccc2[nH]cc(CCNc3nc(-c4cccc(C#N)c4)nc4ccccc34)c2c1	?	-255%[inhibitor]
c1ccc(CNc2nc(-c3ccc4c(c3)OCO4)nc3ccccc23)cc1	?	-155%[inhibitor]
Cn1cc(-c2nc3cncnc3n(-c3ccccc3)c2=O)c2ccccc21	-3%	?

Results (from the top)
mol	ALDH1A1 inh	HTT cytoprotect
Cc1cnc(CNc2ncncc2-c2ccccc2Cl)cn1	-6%	-1%
COCCn1c(=O)c(-c2cccc(C#N)c2)nc2cnc(Nc3ccccc3)nc21	?	2%
Cc1ccccc1-c1nc(NCc2cccs2)c2ccccc2n1	9%	?
COc1ccc2[nH]cc(CCNc3nc(-c4cccc(C#N)c4)nc4ccccc34)c2c1	?	-255%[inhibitor]
c1ccc(CNc2nc(-c3ccc4c(c3)OCO4)nc3ccccc23)cc1	?	-155%[inhibitor]
Cn1cc(-c2nc3cncnc3n(-c3ccccc3)c2=O)c2ccccc21	-3%	?
COc1cccc(Cn2c(=O)c(CCc3ccccc3)nc3cnc(N4CCNCC4)nc32)c1	?	-37%[inhibitor]
Cc1ccccc1-c1ccc2ncnc(N3CCOCC3)c2c1	22µM*	-15%
CCNc1ncc2nc(CCc3ccccc3)c(=O)n(C[C@H]3CCCO3)c2n1	?	-2%
COc1ccccc1-c1cc(Nc2ccc(F)cc2)ncn1	?	?
c1ccc(CNc2ncncc2-c2ccoc2)cc1	?	24%
COCCn1c(=O)cnc2cnc(OC)nc21	0%	17%
COc1cccc(-c2cncnc2NCc2cnc(C)cn2)c1	7%	-32%[inhibitor]
c1nc(NC2CC2)c2cc(-c3ccoc3)ccc2n1	?	-44%[inhibitor]
O=c1c(CCc2ccccc2)nc2cnc(N3CCNCC3)nc2n1Cc1cccs1	?	-3%
Cn1c(=O)c(-c2ccc(Cl)cc2)nc2cnc(N3CCOCC3)nc21	?	-8%
FC(F)(F)c1ccccc1-c1ccc2ncnc(N3CCOCC3)c2c1	?	15%
CN1CCN(c2ncc3ncc(=O)n(CCC#N)c3n2)CC1	?	7%
CCNc1ncc2nc(-c3cc(F)cc(F)c3)c(=O)n(CCC#N)c2n1	?	-9%
COc1ccc2[nH]cc(CCNc3ccnc(-c4ccc(C(=O)N(C)C)cc4)n3)c2c1	11%	-107%[inhibitor]
Cn1cc(-c2nc3cnc(N4CCNCC4)nc3n(C)c2=O)c2ccccc21	-8%	-100%[inhibitor]
O=c1c(-c2ccc(F)c(F)c2)nc2cncnc2n1C1CC1	11%	-96%[inhibitor]
COc1ccc(CNc2cc(-c3cccnc3)ncn2)c(OC)c1	-7%	-28%
COCCn1c(=O)c(CCc2ccccc2)nc2cnc(OCc3ccccc3)nc21	25µM*	-82%[inhibitor]

Shown as labelled records: part of the list above.
COc1ccc2[nH]cc(CCNc3ccnc(-c4ccc(C(=O)N(C)C)cc4)n3)c2c1
  ALDH1A1 inh: 11% | HTT cytoprotect: -107%[inhibitor]
Cn1cc(-c2nc3cnc(N4CCNCC4)nc3n(C)c2=O)c2ccccc21
  ALDH1A1 inh: -8% | HTT cytoprotect: -100%[inhibitor]
O=c1c(-c2ccc(F)c(F)c2)nc2cncnc2n1C1CC1
  ALDH1A1 inh: 11% | HTT cytoprotect: -96%[inhibitor]
COc1ccc(CNc2cc(-c3cccnc3)ncn2)c(OC)c1
  ALDH1A1 inh: -7% | HTT cytoprotect: -28%

The list goes on.
mol	ALDH1A1 inh	HTT cytoprotect
O=c1c(-c2ccc(F)cc2)nc2cnc(N3CCNCC3)nc2n1Cc1cccs1	?	-97%[inhibitor]
COc1ccc(Nc2ncc3nc(-c4cccs4)c(=O)n(Cc4cccc(OC)c4)c3n2)cc1	?	-27%
COc1ccccc1-c1ccc2ncnc(N(C)Cc3ccco3)c2c1	-13%	-85%[inhibitor]
N#CCCn1c(=O)c(-c2ccc(Cl)cc2)nc2cnc(N3CCOCC3)nc21	?	?
COc1ccc2[nH]cc(CCNc3ccnc(-c4ccccc4C(F)(F)F)n3)c2c1	8%	-4%
CN(C)c1ncc2nc(-c3cccs3)c(=O)n(CCc3ccccc3)c2n1	?	?
COc1ccccc1CNc1ccnc(-c2ccc(C(=O)N(C)C)cc2)n1	-5%	2%
COc1ccc(-n2c(=O)c(-c3cccs3)nc3cnc(N4CCN(C)CC4)nc32)cc1	1%	5%
COc1ccc2[nH]cc(CCNc3cc(-c4ccccc4CN(C)C)ncn3)c2c1	?	-49%[inhibitor]
COc1ccc(-c2nc3cnc(Oc4ccccc4)nc3n(CCC#N)c2=O)cc1	10%	-35%[inhibitor]
N#Cc1cccc(-c2nc(NCc3cccs3)c3ccccc3n2)c1	2%	-10%
CN(C)c1ncnc2ccc(-c3ccoc3)cc12	28µM*	-9%
COc1ccc(Oc2ncc3nc(-c4ccc(Cl)cc4)c(=O)n(C4CC4)c3n2)cc1	?	28%
COc1cccc(Cn2c(=O)cnc3cnc(N4CCN(C)CC4)nc32)c1	?	-62%[inhibitor]
Cc1noc(C)c1-c1nccc(N2CCOCC2)n1	?	-47%[inhibitor]
COc1ccc(Oc2ncc3nc(-c4ccc(F)cc4)c(=O)n(C[C@H]4CCCO4)c3n2)cc1	-8%	-45%[inhibitor]
COCCn1c(=O)c(-c2ccc(OC)cc2)nc2cnc(OCc3ccccc3)nc21	?	-21%
Cn1c(=O)c(-c2cccc(C#N)c2)nc2cnc(Oc3ccccc3)nc21	?	-16%
FC(F)(F)c1ccccc1-c1cncnc1-n1ccnc1	10%	6%
COc1ccc(-c2nc3cnc(N4CCOCC4)nc3n(Cc3cccs3)c2=O)cc1	?	-37%[inhibitor]
CN(Cc1ccco1)c1cc(-c2cccc(NS(C)(=O)=O)c2)ncn1	?	-13%
c1csc(CNc2nc(-c3ccoc3)nc3ccccc23)c1	-9%	-7%
CN(C)C(=O)c1ccc(-c2cc(Nc3ccccc3)ncn2)cc1	-16%	21%
CCNc1ncc2nc(-c3ccc(OC)cc3)c(=O)n(CCc3ccccc3)c2n1	?	?
O=c1cnc2cnc(Oc3ccccc3)nc2n1C1CC1	?	6%
CN(C)c1ncc2nc(-c3cccs3)c(=O)n(C)c2n1	7%	-4%
Cn1cc(-c2nc3cncnc3n(C3CC3)c2=O)c2ccccc21	15%	14%
COc1ccc2[nH]cc(CCNc3ncnc4ccc(-c5c(C)noc5C)cc34)c2c1	?	-59%[inhibitor]
COc1ccc(CNc2ncnc3ccc(-c4cccc(NS(C)(=O)=O)c4)cc23)c(OC)c1	3%	-246%[inhibitor]
CCNc1ncc2nc(-c3ccc(F)cc3)c(=O)n(C)c2n1	?	-42%[inhibitor]
COc1ccc(-c2nc3cnc(OCc4ccccc4)nc3n(CCC#N)c2=O)cc1	?	?
CN(Cc1ccco1)c1ncnc2ccc(-c3ccoc3)cc12	?	-50%[inhibitor]
COc1ccccc1-c1cncnc1NCCNC(C)=O	-1%	-14%
COCCn1c(=O)c(C)nc2cnc(Nc3ccccc3)nc21	11%	-18%
CNc1ncnc2ccc(-c3ccccc3C#N)cc12	?	-37%[inhibitor]
COc1cccc(Cn2c(=O)cnc3cnc(N(C)C)nc32)c1	?	-91%[inhibitor]
COc1ccccc1-c1ccc2ncnc(NCCNC(C)=O)c2c1	?	-5%
FC(F)(F)c1ccccc1-c1nc(NC2CC2)c2ccccc2n1	-17%	12%
COc1ccccc1-c1ccc2ncnc(N3CCOCC3)c2c1	?	-322%[inhibitor]
Cc1ccccc1-c1cc(N(C)Cc2ccco2)ncn1	?	-34%[inhibitor]
COc1ccccc1CCn1c(=O)c(CCc2ccccc2)nc2cncnc21	?	-38%[inhibitor]
CN(Cc1ccco1)c1ccnc(-c2cccc(C#N)c2)n1	?	-46%[inhibitor]
CN(C)c1nc(-c2cccc(C#N)c2)nc2ccccc12	?	-11%
CN1CCN(c2ccnc(-c3ccoc3)n2)CC1	?	10%
COc1ccc(CNc2ccnc(-c3cccc(NS(C)(=O)=O)c3)n2)c(OC)c1	1%	-52%[inhibitor]
FC(F)(F)c1ccccc1-c1ccc2ncnc(NC3CC3)c2c1	-5%	-33%[inhibitor]
COc1cccc(-c2nccc(NCc3ccccc3)n2)c1	?	-46%[inhibitor]
CN(C)C(=O)c1ccc(-c2cncnc2Nc2ccccc2)cc1	?	-48%[inhibitor]

As entered above.
Under HTT cytoprotect, COc1ccccc1CCn1c(=O)c(CCc2ccccc2)nc2cncnc21 is entered as -38%[inhibitor]
Under HTT cytoprotect, COc1cccc(-c2nccc(NCc3ccccc3)n2)c1 is entered as -46%[inhibitor]

Looked up one by one from above:
mol	ALDH1A1 inh	HTT cytoprotect
CN(C)c1nc(-c2cccc(C#N)c2)nc2ccccc12	?	-11%
FC(F)(F)c1ccccc1-c1ccc2ncnc(NC3CC3)c2c1	-5%	-33%[inhibitor]
CN1CCN(c2ccnc(-c3ccoc3)n2)CC1	?	10%
CN(Cc1ccco1)c1ccnc(-c2cccc(C#N)c2)n1	?	-46%[inhibitor]
COc1ccccc1CCn1c(=O)c(CCc2ccccc2)nc2cncnc21	?	-38%[inhibitor]
COc1cccc(-c2nccc(NCc3ccccc3)n2)c1	?	-46%[inhibitor]
CN(C)C(=O)c1ccc(-c2cncnc2Nc2ccccc2)cc1	?	-48%[inhibitor]

(list continues)
mol	ALDH1A1 inh	HTT cytoprotect
c1ccc(CNc2ncnc3ccc(-c4cccnc4)cc23)cc1	?	-171%[inhibitor]
CNc1nc(-c2cccc(C#N)c2)nc2ccccc12	?	-25%
Cc1noc(C)c1-c1ccc2ncnc(Nc3ccccc3)c2c1	?	-95%[inhibitor]
Cn1c(=O)c(-c2cc(F)cc(F)c2)nc2cncnc21	-1%	8%
COc1cccc(Cn2c(=O)c(-c3cn(C)c4ccccc34)nc3cnc(N4CCOCC4)nc32)c1	?	-40%[inhibitor]
COc1ccc(CNc2ncnc3ccc(-c4ccccc4C#N)cc23)c(OC)c1	?	-22%
Cc1cccc(CNc2ncncc2-c2ccccc2CN(C)C)c1	9%	13%
COCCn1c(=O)c(C)nc2cnc(Oc3ccccc3)nc21	?	0%
COc1ccc(-n2c(=O)c(-c3ccccc3)nc3cncnc32)cc1	0%	-51%[inhibitor]
c1ncc(-c2ccoc2)c(NC2CC2)n1	?	-1%
CC(=O)NCCNc1cc(-c2ccccc2C(F)(F)F)ncn1	9%	-40%[inhibitor]
CCNc1ncc2nc(-c3ccc(F)cc3)c(=O)n(Cc3ccc(F)cc3)c2n1	?	16%
Cc1nc2cnc(Nc3ccccc3)nc2n(C[C@H]2CCCO2)c1=O	9%	-27%
CCNc1ncc2nc(C)c(=O)n(C3CC3)c2n1	?	-31%[inhibitor]
COc1ccc2[nH]cc(CCNc3ncnc4ccc(-c5cccc(C#N)c5)cc34)c2c1	-7%	-117%[inhibitor]
c1cncc(-c2cncnc2NC2CCNCC2)c1	25µM*	15%
COc1ccc(-n2c(=O)c(-c3cn(C)c4ccccc34)nc3cnc(N4CCNCC4)nc32)cc1	-15%	-46%[inhibitor]
COc1ccc(CNc2ccnc(-c3ccc(C(=O)N(C)C)cc3)n2)c(OC)c1	20%	-24%
COc1ccc(CNc2nc(-c3cccnc3)nc3ccccc23)c(OC)c1	-6%	-80%[inhibitor]
COc1ccccc1CNc1ccnc(-c2ccc(N(C)C)cc2)n1	?	-281%[inhibitor]
CCNc1ncc2nc(-c3ccc(OC)cc3)c(=O)n(CCC#N)c2n1	?	-6%
CN(C)c1ncc2nc(-c3ccccc3)c(=O)n(CCC#N)c2n1	?	-64%[inhibitor]
COc1ccc2[nH]cc(CCNc3cc(-c4cccc(C#N)c4)ncn3)c2c1	?	-42%[inhibitor]
N#Cc1ccccc1-c1ccc2ncnc(NCc3cccs3)c2c1	?	-33%[inhibitor]
COc1ccc(Oc2ncc3ncc(=O)n(C4CC4)c3n2)cc1	-9%	?
Cc1ccccc1-c1nc(NC2CC2)c2ccccc2n1	?	-8%
Cc1nc2cnc(Oc3ccccc3)nc2n(Cc2cccs2)c1=O	?	-47%[inhibitor]
CN1CCN(c2ncncc2-c2ccccc2C(F)(F)F)CC1	-13%	19%
COc1ccc(CNc2ncnc3ccc(-c4ccc5c(c4)OCO5)cc23)c(OC)c1	?	-144%[inhibitor]
COc1cccc(Cn2c(=O)c(-c3cc(F)cc(F)c3)nc3cnc(N4CCOCC4)nc32)c1	14%	-14%
COCCn1c(=O)c(-c2ccc(F)cc2)nc2cnc(OC)nc21	?	-89%[inhibitor]
O=c1c(CCc2ccccc2)nc2cnc(N3CCNCC3)nc2n1C1CC1	?	2%
